# CBFb RUNX1 block: qHTS Assay for Compounds Blocking the Interaction Between CBF-beta and RUNX1 for the Treatment of Acute Myeloid Leukemia; Runt-related transcription factor 1 (Homo sapiens) + Core-binding factor subunit beta …; 230,000 tested, under 10 active; Potency, µM (highest dose often 59.8 µM), inactives show at the top dose activity, negative = inhibition, hits mostly inhibitors; AlphaScreen CBFb-His/RUNX1-biotin binding, biochemical; further: % of control where 0% means no effect
# Target sequence (Q01196 whole entry, looked up): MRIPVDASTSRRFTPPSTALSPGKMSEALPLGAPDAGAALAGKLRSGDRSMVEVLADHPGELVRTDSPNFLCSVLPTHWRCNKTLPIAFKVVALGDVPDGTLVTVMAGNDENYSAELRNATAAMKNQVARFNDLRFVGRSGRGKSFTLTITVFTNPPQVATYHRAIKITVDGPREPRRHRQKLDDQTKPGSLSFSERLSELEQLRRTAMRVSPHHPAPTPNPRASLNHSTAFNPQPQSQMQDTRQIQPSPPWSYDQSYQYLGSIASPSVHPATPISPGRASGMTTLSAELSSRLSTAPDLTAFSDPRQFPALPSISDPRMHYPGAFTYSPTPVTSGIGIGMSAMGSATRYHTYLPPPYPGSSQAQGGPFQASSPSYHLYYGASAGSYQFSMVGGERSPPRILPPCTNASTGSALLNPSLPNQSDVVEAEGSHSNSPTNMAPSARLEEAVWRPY
# Target sequence (Q13951 whole entry, looked up): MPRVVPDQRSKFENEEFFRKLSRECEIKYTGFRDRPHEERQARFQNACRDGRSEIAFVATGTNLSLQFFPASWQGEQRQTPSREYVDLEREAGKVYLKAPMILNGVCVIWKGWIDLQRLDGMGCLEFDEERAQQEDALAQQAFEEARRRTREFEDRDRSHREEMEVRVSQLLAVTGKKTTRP
#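 Compounds were screened at multiple concentrations against a preformed CBF-beta(His)/RUNX1(biotin) complex (30 nM of each) for 15 min at room temperature, followed by 90 min with nickel and streptavidin beads and AlphaScreen reading.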
# IMPase Li inh: qHTS Assay for Identifying the Cell-Membrane Permeable IMPase Inhibitors: Potentiation with Lithium; CHO-M1 cells, IP1 TR-FRET (IP-One), carbachol + lithium; Potency, µM (series often up to 59.4 µM), for the others: at the highest dose activity, negative = IMPase inhibition, usual class: inhibitors; 210,000 compounds, 0.35% hits; AID 1457, 2008;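 further: IP1 builds up when IMPase is blocked and the TR-FRET signal falls; potency means the concentration at half of the fitted maximal effect; plate controls were basal vehicle for no effect and high inhibitor control for full effect; nearly all actives have a fitted effect of over 50% in size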
#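 Steps: plate 2000 CHO-M1 cells per well and culture 16–30 h; add compound and lithium; incubate 30 min, 37C; add d2-IP1 tracer and Eu cryptate anti-IP1 antibody in lysis buffer; read after 10 min at room temperature.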
# KinaseGlo FLuc: Counterscreen for Luciferase (Kinase-Glo TM) Inhibition; AID 1379, 2008; Potency, µM (titrated, usually from 38.3 µM), without a hit: top-dose activity change, negative = inhibition, usual class: inhibitors; Luciferin 4-monooxygenase (Photuris pensylvanica), Q27757; 200,000 compounds, 0.28% hits; Kinase-Glo luciferase, ATP luminescence, 8 min; further: potency means the concentration at half of the fitted maximal effect; on the % scale 0 is the no-effect control and ±100 the full control effect; nearly all actives have a fitted effect of over 60% in size
#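 Compound is pinned into ATP-containing buffer (10 uM ATP, imidazole pH 7.2, 7 mM MgCl2). Kinase-Glo luciferase reagent is then added. Light output is recorded following an 8-min room-temperature incubation.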
# SMN2 splice enh: qHTS Assay for Enhancers of SMN2 Splice Variant Expression; HEK293 SMN2-luciferase splicing reporter, luminescence, 30-36 h; Potency, µM (highest dose often 46.1 µM), without a hit: at the top dose activity change, positive = activation, actives largely listed as activators; 210,000 compounds, 2.8% hits; further: potency means the concentration at half of the fitted maximal effect; % of control where 0% means no effect; nearly all actives have a fitted effect of over 55% in size
#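 HEK293 cells carry an SMN2 […]–luciferase reporter in which exon 7 inclusion puts luciferase in frame. Cells were plated 10-12 h before compound addition, then incubated 30-36 h at 37C. ONE-Glo luminescence was read; sodium butyrate at 4.5 mM final served as control.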
# HTT cytoprotect: qHTS Multiplex Assay to Identify Dual Action Probes in a Cell Model of Huntington: Cytoprotection (ATP); PC12 HTT-Q103 induced, cytoprotection, ATP luminescence, 40 h; Potency, µM (doses to about 56.4 µM), inactives show cytoprotection (ATP increase), most hits filed as activators; 230,000 compounds, 0.14% hits;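 further: potency means the concentration at half of the fitted maximal effect; % of control where 0% means no effect; nearly all actives have a fitted effect of over 45% in size; toxic huntingtin expression switched on by the ecdysone agonist tebufenozide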
#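 Compounds were screened for protection of PC12 cells against cell death after tebufenozide induction (100 nM final) of mutant Huntingtin exon 1 (Q103) fused to GFP.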
# HttQ103 aggreg: qHTS Multiplex Assay to Identify Dual Action Probes in a Cell Model of Huntington: Aggregate Formation (GFP); 220,000 compounds, 1.1% hits; PC12 HttQ103-GFP aggregates, Acumen cytometry, 40 h; Potency, µM (series often up to 46.1 µM), without a hit: at the highest dose activity change, negative = inhibition, most hits filed as inhibitors; further: potency means the concentration at half of the fitted maximal effect; on the % scale 0 is the no-effect control and ±100 the full control effect; nearly all actives have a fitted effect of over 60% in size
#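 Steps: seed 1500 PC12 HTTQ103-GFP cells/well; add tebufenozide, 100 nM final; add compound titration; add ATPLite reagent; quantify GFP aggregates by laser scanning cytometry.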
# LMNA splice mod: qHTS Assay for Modulators of Lamin A Splicing; HeLa LMNA splicing GFP/RFP minigene ratio, 48 h; 200,000 compounds, 0.01% hits; Potency, µM (titrated, usually from 46.1 µM), for the others: top-dose ratio change, negative = inhibition, actives largely listed as inhibitors; AID 1487, 2009; active means well fitted inhibition curve with a large enough effect in the signal ratio, with a control signal flat, not every such curve was filed as active; inconclusive means small, poorly fitted or top-dose-only effect, or effect the other way, or a change in a side signal; the % refers to the signal ratio; further: potency means the concentration at half of the fitted maximal effect; on the % scale 0 is the no-effect control and ±100 the full control effect
#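 S3 HeLa stable clones carrying a lamin A-EGFP splicing minigene plus DsRed2 were seeded at 600 cells/well in Opti-MEM with 2% FBS, pin-dosed and incubated 48 h at 37°C. Acumen cytometry (488 nm) gave the GFP/RFP total-intensity ratio.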
# Starred values were filed as active, the others as inactive; ? = inconclusive; · = no result given; & = joins results of further samples; [ ] = remark or other dose. Unless noted, the call rests on the fitted dose curve; in most records, active means well fitted curve in the direction sought with a large enough effect; inconclusive means small, poorly fitted or top-dose-only effect, or another doubt; inactive means no such curve, though single readings can be large; an effect the other way counts as inactive or inconclusive.
# Start of the listing, in advance:
Compound	CBFb RUNX1 block	IMPase Li inh	KinaseGlo FLuc	SMN2 splice enh	HTT cytoprotect	HttQ103 aggreg	LMNA splice mod
CCCc1cc(=O)n2[nH]c(NCc3c(F)cccc3Cl)nc2n1	3%	19%[38.3 µM]	5%	38%&-7%	-12%	15%	-7%
CCOCCCNCC(O)c1ccccc1 (configuration not stated)	-2%	-2%	-1%	?	-13%[10 µM]	-2%	-10%
Cc1nc2cc(C(=O)NCc3cccnc3)ccc2n1-c1ccc(F)cc1F	4%	-4%	-1%	-13%	-25%	-13%	·
Cn1c(C(=O)N2CCCC(C(=O)O)C2)cc2sccc21 (configuration not stated)	-1%	-13%[38.3 µM]	0%	-12%	11%[10 µM]	-1%	3%
O=C(COc1ccccc1)NCc1cccs1	7%	-2%[38.3 µM]	8%	-2%	-3%	-3%	21%
COc1ccc(C/C(C)=N/NC(=O)C2COc3ccccc3O2)cc1 (configuration not stated)	8%	8%	2%	11%	?	21%	-6%[46 µM]
CC1(C)CC(=O)C(C(=O)/C=C/c2ccco2)C(=O)C1	-11%	1%	-1%	-1%	-9%[10 µM]	-9%[9.22 µM]	·

# Results, repeating the preview:
Compound	CBFb RUNX1 block	IMPase Li inh	KinaseGlo FLuc	SMN2 splice enh	HTT cytoprotect	HttQ103 aggreg	LMNA splice mod
CCCc1cc(=O)n2[nH]c(NCc3c(F)cccc3Cl)nc2n1	3%	19%[38.3 µM]	5%	38%&-7%	-12%	15%	-7%
CCOCCCNCC(O)c1ccccc1 (configuration not stated)	-2%	-2%	-1%	?	-13%[10 µM]	-2%	-10%
Cc1nc2cc(C(=O)NCc3cccnc3)ccc2n1-c1ccc(F)cc1F	4%	-4%	-1%	-13%	-25%	-13%	·
Cn1c(C(=O)N2CCCC(C(=O)O)C2)cc2sccc21 (configuration not stated)	-1%	-13%[38.3 µM]	0%	-12%	11%[10 µM]	-1%	3%
O=C(COc1ccccc1)NCc1cccs1	7%	-2%[38.3 µM]	8%	-2%	-3%	-3%	21%
COc1ccc(C/C(C)=N/NC(=O)C2COc3ccccc3O2)cc1 (configuration not stated)	8%	8%	2%	11%	?	21%	-6%[46 µM]
CC1(C)CC(=O)C(C(=O)/C=C/c2ccco2)C(=O)C1	-11%	1%	-1%	-1%	-9%[10 µM]	-9%[9.22 µM]	·
CC[n+]1c(/C=C/N(C)c2ccccc2)oc2ccc(F)cc21	-6%	17%	1%	-75%[inhibitor]	5%[10 µM]	?	?
CN(C)CCNc1c2c(c(C#N)c3nc4ccccc4n13)CCCC2	3%	23%[38.3 µM]	12%	-30%	19%	18%	2%
CCCCNC(=S)N(C)/N=C/c1c(F)cccc1F	?	-1%	-2%	8%	·	5%	?
CC(=O)Nc1ccc(S(=O)(=O)N(C)c2ccc(O)cc2)cc1	5%	-17%[38.3 µM]	1%	-8%	10%	-7%	4%
Cc1ccc(C(=O)Nc2scc(-c3ccccc3)c2C(=O)O)o1	0%	-2%	-14%	4%	-95%[inhibitor]	12%	-18%[46 µM]
Cn1c(CCNC(=O)C(C)(C)C)nc2ccccc21	1%	-12%[38.3 µM]	-1%	14%	13%	-13%	0%
COc1ccccc1Nc1nnc(SCc2cc(=O)n3ccsc3n2)s1	-5%	22%	-1%	6%	-32%[inhibitor]	2%	·
O=C(NC(=O)c1cccc(Cl)c1)OC[C@@H]1CCCN2CCCCC12 (some centres not stated)	1%	6%[38.3 µM]	6%	-10%	-15%	10%	8%
O=C(OCC(=O)c1ccc(Cl)s1)c1ccc2ccccc2n1	-2%	-16%	6%	-3%	-2%[1.9 µM]	-6%	-2%
CCOC(=O)Cn1c(=NC(=O)CC)sc2c(C)cc(C)cc21	0%	·	·	·	-1%[10 µM]	-11%[9.22 µM]	·
OC1(c2ccc(F)cc2)CN(c2ccccc2)C2=[N+]1CCS2 (configuration not stated)	0%	19%	0%	5%	9%[10 µM]	-12%	-12%
CCN(CC)c1ccc(-n2c(C)cc(C=O)c2C)cc1	-19%	23%[38.3 µM]	-5%	-1%	16%[10 µM]	-2%	0%
O=C(CCC(=O)OCc1ccc(Cl)cc1)Nc1ccccc1	-4%	-3%	2%	7%	?	12%	·

# Additional records
Compound	CBFb RUNX1 block	IMPase Li inh	KinaseGlo FLuc	SMN2 splice enh	HTT cytoprotect	HttQ103 aggreg	LMNA splice mod
O=C(C1=C[C@H](C2CC2)C[C@H](OCc2ccc(CO)cc2)O1)N1CCN(Cc2ccc3c(c2)OCO3)CC1	-4%	23%	·	·	0%[10 µM]	-9%[9.22 µM]	·
COc1cc(OC)cc(C(=O)N[C@H](C(=O)NC23CC4CC(CC(C4)C2)C3)C(C)C)c1	3%	49%[activator][38.3 µM]	-5%	19%	-5%	5%	-12%
CCN(CC)CC(C)OC(=O)COc1ccc(OC)cc1 (configuration not stated)	9%	1%	0%	-22%	-9%[10 µM]	-8%	-12%
O=C(c1c[nH]c(C(=O)N2CCN(c3ccccc3F)CC2)c1)c1cccc(Cl)c1Cl	4%	19%	1%	-53%[inhibitor]	-139%[inhibitor]	-27%[9.22 µM]	·
O=C(Nc1cccc(O)c1)c1cc(S(=O)(=O)N2CCCC2)ccc1Cl	-1%	3%[38.3 µM]	-1%	-14%	14%[10 µM]	?	?
CCCN(CC(=O)Nc1ccc(Cl)cc1Cl)C(=O)/C=C/c1cc(OC)ccc1OC	-4%	·	·	·	-4%[10 µM]	3%	-13%
COc1cccc(-c2nnc(SCc3nc4ccccc4[nH]3)n2N)c1	2%	-6%[38.3 µM]	1%	-10%	-21%	23%	0%
Cc1cc(C)nc(NS(=O)(=O)c2ccc(N3Cc4ccccc4C3=O)cc2)n1	0%	-1%	2%	4%	30%[10 µM]	11%	14%
Cc1ccc(Cl)cc1N1CCN(C(=O)CCC(=O)O)CC1	2%	-17%[38.3 µM]	0%	-3%	-6%	2%	8%
CCN(CCNC(=O)C1=C(C)C(=O)OC12CCC(C)CC2)c1ccccc1 (configuration not stated)	7%	·	·	·	2%[10 µM]	-11%[9.22 µM]	·
c1ccc(OCc2noc(CN3CCC(C4CCCCC4)C3)n2)cc1 (configuration not stated)	8%	6%	-3%	·	7%[10 µM]	-1%[9.22 µM]	?
CC1=CC(C)C(C[N+]2(C)CCCCC2)C(C)C1 (configuration not stated)	5%	27%	-3%	·	22%[10 µM]	-4%[9.22 µM]	9%[46 µM]
CCn1cc(C(=O)O)c(=O)c2cc(F)c(N3CCN(C(=S)NC(=O)c4ccc(F)cc4)CC3)cc21	6%	·	·	·	-7%[10 µM]	11%[9.22 µM]	·
CN1CCN(c2nc(-c3ccccc3C(F)(F)F)nc3ccccc23)CC1	·	6%	·	·	-24%	·	-10%
Cc1cc(C)n(-c2nc3ccccc3nc2N2CCN(C(=O)c3ccc(F)cc3)CC2)n1	11%	30%[38.3 µM]	2%	10%	-13%	?	8%
O=C(CN1CCCN(Cc2ccc(F)cc2Cl)C1=O)NC1CCCCCCC1	-1%	-5%[38.3 µM]	-2%	-31%[inhibitor]	-18%	-24%	12%
Cc1ccc(NCc2nnc(SCC(=O)O)n2Cc2ccccc2)cc1Cl	-3%	-7%	-7%	10%	·	·	·
COc1ccc(Br)cc1S(=O)(=O)N(CC(=O)N1CCOCC1)c1ccccc1	4%	-9%[38.3 µM]	-1%	2%	-23%	32%	5%
COc1ccc(C(=O)c2ccc(OC)c(Br)c2)cc1Br	-15%	1%	-1%	-1%	16%[10 µM]	-13%	-4%
Cc1cccc(C)c1N1CCN(S(=O)(=O)c2ccccc2)CC1	-8%	17%	-1%	4%	-15%	6%	·

# Additional structures
Compound	CBFb RUNX1 block	IMPase Li inh	KinaseGlo FLuc	SMN2 splice enh	HTT cytoprotect	HttQ103 aggreg	LMNA splice mod
Cc1ccn2c(C(=O)N/N=C/c3ccc(CNC(=O)C(=O)Nc4ccc(C)c(C)c4)o3)c(C)nc2c1	4%	1%	1%	28%	6%[10 µM]	-6%	-12%
Cc1cc(N)ccc1N=Nc1c(C)n(C)n(-c2ccccc2)c1=O	-7%	18%	-8%	-4%[1.84 µM]	22%[10 µM]	-4%	-6%
Cc1cc(C)n(C(=O)CCCn2nc(C)c([N+](=O)[O-])c2C)n1	-1%	-1%	0%	20%	-7%	?	-3%[9.22 µM]
O=C(CCc1nnc(-c2ccsc2)o1)N1CCc2c(Cl)cccc2C1	-5%	2%	-2%	·	25%[10 µM]	28%[9.22 µM]	17%[46 µM]
CC(C)NC(=O)NC(=O)CSc1ncccn1	10%	-6%	6%	4%	-54%[inhibitor][10 µM]	14%	-3%[46 µM]
Cc1c(NC(=O)c2ccc(-c3ccccc3)cc2)cccc1C(=O)O	4%	·	·	·	2%[10 µM]	0%[9.22 µM]	·
NC(=O)NC(c1ccc(Cl)cc1)c1ccccc1Cl (configuration not stated)	9%	·	·	·	29%[10 µM]	-4%[9.22 µM]	·
Cc1ccc(CNC(=O)C2CC(=O)N(C3CCCCCCC3)C2)cc1 (configuration not stated)	5%	9%[38.3 µM]	-2%	-13%	-10%	7%	24%
COc1ccc(NC(=O)CSc2cc(C)nc3c(-c4ccccc4)cnn23)cc1	3%	·	·	·	8%[10 µM]	15%[9.22 µM]	·
Cc1nn(-c2ccccc2)c(C)c1/C=N/NC(=O)CSc1nc2ccccc2c(=O)n1-c1ccccc1	4%	4%	3%	-12%	11%[10 µM]	15%	-1%
COc1ccc(C2Nc3ccccc3C(=O)N2NS(C)(=O)=O)cc1 (configuration not stated)	-8%	-6%	·	·	-13%	-1%	·

# Two records picked at random from those above, as already listed:
Compound	CBFb RUNX1 block	IMPase Li inh	KinaseGlo FLuc	SMN2 splice enh	HTT cytoprotect	HttQ103 aggreg	LMNA splice mod
COc1ccc(NC(=O)CSc2cc(C)nc3c(-c4ccccc4)cnn23)cc1	3%	·	·	·	8%[10 µM]	15%[9.22 µM]	·
O=C(C1=C[C@H](C2CC2)C[C@H](OCc2ccc(CO)cc2)O1)N1CCN(Cc2ccc3c(c2)OCO3)CC1	-4%	23%	·	·	0%[10 µM]	-9%[9.22 µM]	·

# Screening data: PubChem BioAssay, National Center for Advancing Translational Sciences (NCATS)
